High-throughput results as filed in PubChem.
PLC-beta3 inh: human PLC-beta3 inhibitors, primary screen, biochemical, fluorescence; 1-phosphatidylinositol 4,5-bisphosphate phosphodiesterase beta-3 (Homo sapiens), Q01970; Purified PLC-beta3, fluorogenic substrate; inhibition, % at 12.2 µM; 0.18% of 370,000 active; AID 720704, 2013; in the data active means inhibition above about 11%;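 further: 0% = median of compound wells on plate and 100% = full blocker control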
SIAE primary: human SIAE inhibitors, primary screen, biochemical, fluorescence polarization, FP-Rh probe, 1536-well HTS | Sialate O-acetylesterase (Homo sapiens), Q9HAT2 | SIAE FP-Rh probe binding | inhibition, % at 9.66 µM | 0.69% of 370,000 active;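 active means inhibition above a cutoff: mean of compounds within the control limits plus 3 SD of those, cut at about 17% in these data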;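 further: 0% = plate median of compound wells and 100% = probe without SIAE protein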
TDP2 absorb: human TDP2 enzyme inhibitors, primary screen, biochemical, epi absorbance, recombinant enzyme. T5PNP hydrolysis, p-nitrophenol absorbance 415 nm. AID 720702, 2013. 0.34% of 370,000 active. inhibition, % at 12.8 µM;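 active means inhibition above the mean of all tested compounds plus 3 SD, set per campaign, cut at about 25% in these data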;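 further: 0% = DMSO with enzyme and 100% = buffer with substrate but no TDP2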
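Material: recombinant human TDP2; quantity: TDP2 enzyme at 120 nM final; medium: Tris-HCl pH 7.5 with MgCl2; compound: single concentration, 12.8 µM nominal, with 1% DMSO; incubation: 2 h enzyme incubation at 37 °C; signal: epi absorbance; measure: percent inhibition; benchmarks: high control without enzyme, low control DMSO plus TDP2; repeats: singlicate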
Tn6 DDE FP: inhibitors of Tn6 peptide binding to fibrin DD(E), primary screen, biochemical, fluorescence polarization, human fibrin, Tn6 probe; 0.21% of 370,000 active; inhibition, % at 8.3 µM; Fibrinogen beta chain (Homo sapiens), P02675; AID 720509, 2013; Fibrin DD(E) TRITC-Tn6 fluorescence polarization displacement;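 active means inhibition above a per-campaign cutoff: mean of compounds within control limits plus 3 SD, cut at about 15% in these data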;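 further: 0% = median of all compound wells on the plate and 100% = blocking peptide control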
Tn7 DDE FP: inhibitors of Tn7 peptide binding to fibrin DD(E), primary screen, biochemical, fluorescence polarization, human fibrin, Tn7 probe; Fibrinogen beta chain (Homo sapiens), P02675; FP displacement of FITC-Tn7 peptide from fibrin DD(E); 0% = median of compound wells per plate; inhibition, % at 8.3 µM; 0.13% of 370,000 active; AID 720508, 2013;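 active means inhibition above the mean of compounds falling within the control limits plus 3 SD of them, cut at about 14% in these data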;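 further: 0% = plate median of compound wells and 100% = 10 µM Aha-Tn7 peptide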
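System: human fibrin DD(E); quantity: Fibrin-DD(E) at 2 µM final; also added: fluorescent Tn7 probe at 0.1 µM; compound dosing: single nominal test concentration of 8.3 µM per compound; schedule: 10 min preincubation, 3 h with tracer, room temperature; detection: fluorescence polarization of the labelled Tn7 tracer; repeats: one replicate per compound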
ASAP1 inh: inhibitors of human ASAP1 ArfGAP activity, primary screen, biochemical, fluorescence polarization; Arf-GAP with SH3 domain, ANK repeat and PH domain-containing protein 1 (Homo sapiens), …; ASAP1-stimulated ARF1 GTP hydrolysis, GDP FP detection; inhibition, % at 16.5 µM; 0.19% of 360,000 active; in the data active means inhibition above about 25%;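 further: 0% = vehicle with enzyme and substrate and 100% = no enzyme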
PLC-gamma1 inh: PLC-gamma1 enzyme inhibitors, primary screen, biochemical, fluorescence, purified enzyme; 1-phosphatidylinositol 4,5-bisphosphate phosphodiesterase gamma-1 (Homo sapiens), P19174; fluorogenic substrate; inhibition, % at 12.2 µM; 0.84% of 370,000 active; AID 720700, 2013; in the data active means inhibition above about 9.5%
ADAM10 inh: human ADAM10 inhibitors, primary screen, biochemical, QFRET, HTS | 0.62% of 370,000 active | Disintegrin and metalloproteinase domain-containing protein 10 (Homo sapiens), O14672 | inhibition, % at 7 µM | recombinant ADAM10, EDANS/DABCYL FRET peptide cleavage, 3 h;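 active means inhibition above a per-campaign cutoff equal to the mean of compounds falling between control-based bounds plus 3 SD, cut at about 20% in these data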;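 further: 0% = DMSO wells while the 100% control is not disclosed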
ADAM17 inh: ADAM17 inhibitors, primary screen, biochemical, QFRET; AID 720648, 2013; 0.83% of 370,000 active; inhibition, % at 6.95 µM; Disintegrin and metalloproteinase domain-containing protein 17 (Homo sapiens), P78536; recombinant ADAM17, EDANS/DABCYL FRET peptide cleavage;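 active means inhibition above the mean of compounds lying between control limits plus 3 SD, set per campaign, cut at about 8.5% in these data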;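 further: 0% = DMSO-only wells as the low control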
Target sequence (P78536 215-824 limits assumed): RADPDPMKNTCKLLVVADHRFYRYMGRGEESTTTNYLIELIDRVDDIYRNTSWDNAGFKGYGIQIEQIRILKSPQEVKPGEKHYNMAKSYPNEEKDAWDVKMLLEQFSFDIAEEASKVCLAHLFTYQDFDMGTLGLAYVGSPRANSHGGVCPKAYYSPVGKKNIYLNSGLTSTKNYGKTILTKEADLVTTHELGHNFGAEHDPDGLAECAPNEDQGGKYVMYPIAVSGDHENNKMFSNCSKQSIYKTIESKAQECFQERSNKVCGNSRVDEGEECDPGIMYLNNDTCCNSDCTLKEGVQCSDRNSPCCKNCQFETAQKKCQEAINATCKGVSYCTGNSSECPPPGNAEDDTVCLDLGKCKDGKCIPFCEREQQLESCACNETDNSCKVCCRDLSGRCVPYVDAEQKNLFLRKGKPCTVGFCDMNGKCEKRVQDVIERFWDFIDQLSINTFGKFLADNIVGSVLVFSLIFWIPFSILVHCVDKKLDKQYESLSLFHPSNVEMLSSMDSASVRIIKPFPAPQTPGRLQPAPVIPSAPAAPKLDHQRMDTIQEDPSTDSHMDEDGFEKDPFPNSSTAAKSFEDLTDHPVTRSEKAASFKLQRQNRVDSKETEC
ARFGAP1 inh: inhibitors of rat ARFGAP1 GAP activity, primary screen, biochemical, fluorescence polarization, GDP tracer. ADP-ribosylation factor GTPase-activating protein 1 (Rattus norvegicus), Q62848. Arfgap1-stimulated ARF1 GTP hydrolysis, GDP FP detection. inhibition, % at 16.5 µM. 0.26% of 360,000 active;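 active means inhibition above a per-plate limit, mean inhibition of low control wells plus 3 SD, cut at about 25% in these data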;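 further: 0% = DMSO wells with enzyme and 100% = wells lacking Arfgap1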
Target sequence (Q62848 1-136 limits assumed): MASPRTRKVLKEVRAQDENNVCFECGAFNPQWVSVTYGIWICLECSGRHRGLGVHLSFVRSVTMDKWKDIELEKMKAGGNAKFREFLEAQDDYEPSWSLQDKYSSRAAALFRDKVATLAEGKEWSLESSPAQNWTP
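Repeats: one replicate per compound; assay system: rat Arfgap1 catalytic domain, aa 1-136; times: enzyme reaction 120 min at 25 °C after 20 min preincubation; detection: FP of antibody-bound GDP Alexa 633 tracer, ex 620/em 688 nm; benchmarks: high control wells lacking Arfgap1, low control full reaction with DMSO; reagent: human ARF1(Δ1-17)-GTP substrate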
* hit, by the source's call; i = inactive; · = no result given. Random draw from the library. Share with any hit: about 3.6%.

SMILES	PLC-beta3 inh	SIAE primary	TDP2 absorb	Tn6 DDE FP	Tn7 DDE FP	ASAP1 inh	PLC-gamma1 inh	ADAM10 inh	ADAM17 inh	ARFGAP1 inh
CCOc1c(Cl)cc(CNc2nnnn2C)cc1OC	-9	3	11	-9	0	-5	2	-6	-2	-6
CC(c1ccccc1)N1C(=O)c2ccc(C(=O)NCc3cccnc3)cc2C1=O (configuration not stated)	-2	0	-5	-5	-8	24	3	-1	4	-1
COc1cc(C(=O)N2CCCN(C)CC2)cc(OC)c1C	-7	2	12	5	1	3	0	-4	1	-14
CC1(C)CC(n2c(=S)[nH]c3ccccc3c2=O)CCO1 (configuration not stated)	6	5	7	-6	-1	4	5	8	-3	3
Cc1c(NC(=O)CSc2nncc3ccccc23)c(=O)n(-c2ccccc2)n1C	0	8	3	12	8	-14	0	0	-1	2
CCOC(=O)NC(=O)/C(N=Nc1cccc(C(F)(F)F)c1)=C(\C)O	0	-5	-1	2	-9	-7	1	-13	-3	-3
O=C(CN1CCN(c2ccc(O)cc2)CC1)N1CCc2ccccc21	-6	8	7	-2	2	-4	-2	0	0	4
CC(C)OCCCNC(=S)Nc1ccc2nc3n(c(=O)c2c1)CCCCC3	-6	5	-2	-2	2	-8	-1	-14	-7	0
CCOc1ccc(C(=O)NNC(=O)c2cc(S(=O)(=O)N3CCOCC3)ccc2Cl)cc1	-7	-5	2	-2	-2	-7	-4	-11	-3	-22
O=C(c1ccco1)N(CCO)Cc1cc2cc3c(cc2[nH]c1=O)OCO3	-34	-5	-16	-1	-5	-15	-28	i	-183	-6
COc1ccc(C)cc1NC(=O)c1ccc(OC(F)F)cc1	-2	-5	0	5	6	2	3	-9	0	3
CCCCCCCCN1C(=O)[C@@H](CC(=O)NCc2ccc(OC)c(OC)c2)C[C@@]2(C(=O)OC)C1=C[C@H](C(C)C)O[C@@H]2C1CC1	7	-3	-10	0	0	·	-1	22*	6	·
CCOc1ccc(/C=N/n2cc(-c3ccccc3)[nH]c2=S)cc1	-38	6	5	-5	-1	2	-28	-31	-11	-7
CCN(Cc1ccc2c(c1)OCCO2)C(=O)CN1C(=O)NC2(CCc3ccccc32)C1=O (configuration not stated)	-7	-1	4	-5	5	-2	1	-17	-2	0
CCCCOC(=O)C1=C(C)Nc2nnnn2C1c1ccccc1Cl (configuration not stated)	-4	-16	-17	-1	-5	2	4	14	9.6*	-15
CC(C)(C)OC(=O)N1CCCC1C(=O)N1CCc2ccccc21 (configuration not stated)	0	0	-1	2	8	-12	1	-5	-3	2
Cc1ccc(Cn2c(C)cc3c(c2=O)C(c2cccs2)C(C#N)=C(N)O3)cc1 (configuration not stated)	2	-5	0	-2	-2	4	0	0	-4	5
Oc1ccc(C(=S)N2CCCCC2)cc1	5	7	6	1	6	2	3	2	-2	-9
COc1cc(OC)c(C(=O)Nc2ccc(S(=O)(=O)N3CCCCC3)cc2)cc1OC	-23	-9	3	-8	-4	-2	-27	-17	-4	-3
CC(C)(C)OC(=O)C[C@@H]1C/C=C\C[C@H](CC(=O)N(CCO)Cc2ccccc2)C(=O)N[C@H](Cc2ccccc2)COC1=O	5	8	-3	-7	6	5	3	1	2	12
CCOC(=O)CNC(=O)/C=C/c1c(Cl)cccc1Cl	2	5	0	2	-2	-6	0	-1	-1	-3
Cc1nc(-c2ccc(Cl)cc2)sc1C1(C)CC(c2ccc([N+](=O)[O-])cc2)=NO1 (configuration not stated)	1	0	-7	-4	1	-4	1	1	-3	-3
CCOc1cccc(-c2cc(C(=O)Nc3ccon3)c3ccccc3n2)c1	-48	-18	-5	11	-5	10	-32	-21	-2	2
O=C(CN1C(=O)S/C(=C\c2cccs2)C1=O)Nc1ccc(O)cc1C(=O)O	-17	0	-22	-1	-6	13	-4	1	1	12
O=C1NC(Cc2ccccc2)C(=O)N1CC(=O)N1CCCc2ccccc21 (configuration not stated)	5	-5	-12	1	-8	-19	5	1	1	-5
COc1ccccc1CN1C[C@@H]2C[C@@H](c3ccccc3C)N3CCC[C@@]23C1=O	-3	1	-7	4	16*	11	-2	16	-4	-9
O=C(Nc1ccc(S(=O)(=O)N2CCCCC2)cc1)c1ccc(F)cc1	-5	3	-11	-9	-1	-4	3	11	0	1
O=C(CSC1=Nc2ccccc2C2CC=NN12)Nc1ccc(F)c(F)c1F (configuration not stated)	-3	5	4	-1	8	6	1	-10	-3	-10
CCOC(=O)C(=CNc1nc(-c2ccc3ccccc3c2)cs1)C(=O)OCC	-27	-8	17	-4	2	3	-15	-7	-6	2
O=Nc1ccc(NOC(=O)c2ccccc2)cc1	0	-12	4	9	2	9	5	-6	0	17
COCCCNC(=O)Cn1nc(Cc2ccncc2)c2ccccc2c1=O	2	0	12	15	5	·	0	-5	-1	·
Cc1cc(O)c(C(=O)Cc2csc(C)n2)c(O)c1	-6	4	-2	-2	4	1	1	-2	-5	-1
Cn1cnnc1SCc1nnc(-c2ccccc2Br)o1	-5	-8	1	7	7	-9	3	-7	-2	-3
CCOC(=O)N1CCC(N2C(=O)c3ccccc3C2Nc2ccc(C)cc2)CC1 (configuration not stated)	3	3	1	-4	0	-14	5	11	0	-7
CCCN1C(=O)c2ccc(C(=O)NC3CCCCC3)cc2C1=O	4	-7	2	-2	8	1	3	10	-5	2
COc1cccc(OCc2cc(C(=O)NCc3ccccn3)no2)c1	-6	-1	10	4	10	-3	1	2	5	15
Nc1nc(C23CC4CC(CC(Cl)(C4)C2)C3)cs1	-4	10	10	-1	-7	9	1	3	2	10
O=C(CCCN1C(=O)/C(=C/c2ccccc2)SC1=S)N1CCOCC1	-7	2	-13	5	0	-1	1	3	2	5
CCc1cc2c(=O)[nH]c(Cc3ccccc3)nc2s1	1	-1	-11	-2	4	4	2	2	-2	4
COc1cccc(NCc2nnc(SCC(=O)NC3CCS(=O)(=O)C3)n2C2CCCCC2)c1 (configuration not stated)	-12	10	-6	3	3	6	-6	-11	3	11
Cc1ccc(S(=O)(=O)Nc2cccc(C(=O)NCC(c3ccco3)N3CCCCC3)c2)cc1F (configuration not stated)	-7	-12	-1	-5	-3	-7	-5	3	-5	13
O=C(CC(SCCO)c1ccc2c(c1)OCO2)c1ccco1 (configuration not stated)	-30	-3	1	2	8	-4	-25	0	-1	-5
Cc1cc(C)nc(Nc2ccc(O)cc2)n1	-9	8	9	-4	2	-4	2	8	-3	-3
COc1ccc(CC(=O)OCC(=O)NCc2ccc(F)cc2)cc1	-3	3	1	4	-3	3	-2	-11	-5	11
CCOc1ccccc1N1CCN(C(=O)c2cc[n+]([O-])cc2)CC1	0	-3	-1	-1	-5	4	-2	8	-2	3
COC(=O)c1cc(NC(=O)Cc2coc3cc(OC)ccc23)cc(C(=O)OC)c1	-10	-37	-4	-17	-7	18	-3	5	9	13
CN(C)c1ccc(NC(=O)Nc2nnc([C@H]3C[C@H](O)[C@@H](CO)O3)s2)cc1	0	6	3	-5	-9	-5	-2	-14	-5	2
CC(=O)Oc1ccc(C23c4ccccc4C2(OC(C)=O)c2cc(OC(C)=O)ccc23)cc1 (configuration not stated)	i	9	0	1	-8	-4	i	i	-224	1
COc1cc(OC)c(OC)cc1/C=C1\CC(C)C/C(=C\c2cc(OC)c(OC)cc2OC)C1=O (configuration not stated)	-160	12	1	1	6	3	-126	-123	-32	-3
O=C(COc1cc2oc(=O)c3c(c2cc1Cl)CCCC3)NCC1CCC(C(=O)O)CC1 (configuration not stated)	-17	-3	-4	-7	2	-3	-6	-86	-29	-4
CCn1c(=O)n(CC)c2cc(N3CCCC3)c(NC(=O)c3ccc(F)cc3)cc21	-101	18*	-7	-1	4	8	-65	-56	-15	3
COCc1ccc(CN2CCCC(CO)(Cc3ccccc3)C2)o1 (configuration not stated)	3	-3	-1	3	0	-9	-1	-2	-2	-3
CC1SCC(=NOCc2c(Cl)cccc2Cl)CS1 (configuration not stated)	-9	-2	5	-8	5	-17	-1	-3	-3	-1
COc1ccc(NC(=O)C2Cc3ccccc3CN2C(=O)c2ccccc2)cn1 (configuration not stated)	-7	-2	1	7	12	-7	-3	7	-3	-6
COc1ccc(NC(=O)c2cccn(CC=C(C)C)c2=O)cc1	-9	-1	3	-12	7	-11	-8	0	-3	4
CCN(CC)C(=O)CSc1nc2c(sc(=S)n2-c2ccc(C)cc2C)c(=O)[nH]1	0	-5	-2	-5	-5	10	1	10	3	8
COc1ccccc1C1N=C(c2ccccc2C)NO1 (configuration not stated)	-9	-3	-2	-9	4	-1	2	-7	-6	-7
CN1CCC(CN)(N2CCN(c3ccccc3)CC2)CC1	1	11	-2	-2	-1	5	7	10	0	7
CC(Nc1nc2ncn(Cc3ccccc3)c2c(=O)[nH]1)C(=O)O (configuration not stated)	4	4	9	-6	4	3	2	-9	-4	-4
CCCC(=O)N1CCC1(C)C(=O)NS(=O)(=O)c1cc(C)ccc1F (configuration not stated)	1	2	4	7	-4	18	1	2	-1	-1
Cc1ccc(NC(=O)c2cccc(NC(=O)CC3SC(N4CCCCC4)=NC3=O)c2)nc1 (configuration not stated)	-7	4	8	-2	7	-10	3	-3	-8	0
S=C(Nc1cccnc1)NC1CCCCCCC1	-2	-4	-8	-7	6	2	1	0	-6	-3
CCCc1nn2c(=O)cc(COc3cccc(NC(=O)c4ccco4)c3)nc2s1	-11	1	11	10	0	0	-3	-8	-2	-8
